# Source: PubChem BioAssay (several laboratories)
# Hsp70 activator = Hsp70 transcriptional activators, primary screen, cell-based, HeLa, Hsp70 promoter luciferase, luminescence, 10 µM; HeLa Hsp70 promoter luciferase reporter; scaled: vehicle 0, proteasome-inhibitor control 100%; activation, % at 10 µM; 200,000 compounds, 0.04% hits;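 active = activation above the mean across all tested compounds plus 3 SD, cutoff set per campaign, cut at about 5.5% in these data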;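 note: 100% = MG132 at 30 µM as the positive control and 0% = DMSO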
# PMI activator = activators of human PMI, primary screen, biochemical, fluorescence intensity, near-Km mannose 6-phosphate; activation factor at 20 µM; purified human PMI, coupled resazurin fluorescence, 20 min; active compounds read high; 1 = vehicle control, 0 substrate-free wells; 190,000 compounds, 0.005% hits;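 active = activation factor of 2 or more at 20 µM, relative to plate controls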
# Target sequence (P34949 whole entry, looked up): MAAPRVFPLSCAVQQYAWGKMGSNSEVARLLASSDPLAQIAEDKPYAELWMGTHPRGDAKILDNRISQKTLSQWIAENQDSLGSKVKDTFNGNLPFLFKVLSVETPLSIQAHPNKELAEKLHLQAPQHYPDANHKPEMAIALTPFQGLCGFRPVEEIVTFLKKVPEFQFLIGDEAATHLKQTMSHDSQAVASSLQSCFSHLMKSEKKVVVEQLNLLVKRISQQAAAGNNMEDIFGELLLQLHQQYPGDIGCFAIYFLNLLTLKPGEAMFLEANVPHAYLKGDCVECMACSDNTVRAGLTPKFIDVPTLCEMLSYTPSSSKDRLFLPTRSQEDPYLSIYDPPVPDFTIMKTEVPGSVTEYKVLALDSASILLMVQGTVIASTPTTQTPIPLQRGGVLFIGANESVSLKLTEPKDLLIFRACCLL
# G6PDH CS = L. mesenteroides G6PDH inhibitors, counter-screen for G6PDH-coupled screening assays, biochemical, Leuconostoc mesenteroides enzyme | Purified L. mesenteroides G6PDH, diaphorase/resazurin coupled fluorescence, 45 min | 200,000 compounds, 0.12% hits | glucose-6-phosphate dehydrogenase [Leuconostoc mesenteroides] | inhibition, % at 5 µM
# RAM network inh = inhibitors of the yeast RAM network, primary screen, dse1pr::URA3 reporter, 5-FOA selection; inhibition, % at 50 µM; 190,000 compounds, 1.8% hits; S. cerevisiae dse1pr::URA3 reporter, 5-FOA growth OD615, 2 d; analog-sensitive cbk1-as2 kinase mutant strain; AID 868, 2007;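 active = inhibition above a set limit, 3 SD over mean compound inhibition, cut at about 8.4% in these data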;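 note: 0% = DMSO-only wells with no growth and 100% = 10 µM 1-NA-PP1 full growth; inhibition rescues growth on 5-FOA so higher OD means more RAM inhibition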
# TLR4 MyD88 comp = inhibitors of TLR4-MyD88 association in cells, primary screen, cell-based, HeLa CL3-4, BLA complementation, FRET ratio | Toll-like receptor 4 (Homo sapiens) + Myeloid differentiation primary response protein … | HeLa CL3-4 TLR4/MyD88 BLA complementation | inhibition, % at 8.4 µM | 200,000 compounds, 0.18% hits | AID 861, 2007; in the data active = inhibition above about 25%;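 note: 0% = vehicle and 100% = reference inhibitor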
# Redox H2O2 prof = compounds producing H2O2 with reducing agent – biochemical, NIH compound library profiling, artefact control for MLSCN library redox annotation, primary screen. 200,000 compounds, 0.03% hits. activation, % at 10 µM. DTT-dependent redox cycling H2O2, phenol red/HRP absorbance; 100% = 100 µM peroxide control, 0% = buffer. AID 878, 2007;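 active = activation of at least 50% relative to the plate's high and low controls in the primary single-dose screen; inactive = activation below 50%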;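 note: compound incubated with DTT at 0.8 mM final as the reducing agent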
# S1P3 antag = S1P3 receptor antagonists, primary screen, cell-based; CHO S1P3 NFAT-BLA reporter, FRET fluorescence, antagonist mode; 170,000 compounds, 0.27% hits; inhibition, % at 4.98 µM; AID 485, 2006; Sphingosine 1-phosphate receptor 3 (Homo sapiens), Q99500;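 active = inhibition above the plate cutoff, the mean inhibition of test wells on that plate plus 3 SD, cut at about 28% in these data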;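 note: cells challenged with S1P at its EC80 of 0.8 µM; blue over green emission ratio from cleaved BLA substrate after 4 h stimulation; 0% = S1P-stimulated wells and 100% = unstimulated DMSO-only wells; some compounds past the cut are filed as inactive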
# Target sequence (Q99500 whole entry, looked up): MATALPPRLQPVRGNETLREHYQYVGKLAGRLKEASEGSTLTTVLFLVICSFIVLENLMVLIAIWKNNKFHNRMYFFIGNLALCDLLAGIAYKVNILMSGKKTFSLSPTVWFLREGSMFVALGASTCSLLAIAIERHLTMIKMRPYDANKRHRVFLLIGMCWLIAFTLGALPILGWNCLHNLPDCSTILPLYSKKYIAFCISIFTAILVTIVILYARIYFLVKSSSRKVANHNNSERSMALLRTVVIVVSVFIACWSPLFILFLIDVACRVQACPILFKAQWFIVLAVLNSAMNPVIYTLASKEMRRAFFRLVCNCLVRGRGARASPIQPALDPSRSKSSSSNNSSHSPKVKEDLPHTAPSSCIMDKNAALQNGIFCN
# Diaph inh CS = diaphorase inhibitors and chemical oxidizers, primary screen, counter-screen for diaphorase-coupled primary assays, biochemical, uHTS, resorufin fluorescence; AID 1217, 2008; 190,000 compounds, 0.69% hits; inhibition, % at 20 µM; diaphorase resazurin-to-resorufin fluorescence, NADH, 16 min; bacterial (C. kluyveri) enzyme, not human;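 active = primary screen inhibition at 20 µM above a set limit, cut at about 50% in these data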;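 note: plate controls were DMSO with full reaction for no effect and wells lacking NADH for full effect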
#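 Assay system – diaphorase enzyme from Clostridium kluyveri · Amount – diaphorase 0.14 U/mL (working solution) · Times – reaction incubation of 16 min at room temperature · Controls – No-NADH positive control and DMSO neutral control · Signal – resorufin fluorescence 544/590 nm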
# Diaphorase act = compounds boosting diaphorase resazurin reduction – biochemical, uHTS, resorufin fluorescence, counter-screen for diaphorase-coupled primary assays, primary screen | Diaphorase/resazurin coupled assay, 16 min; active compounds read high; 1 = vehicle wells, 0 = NADH-free wells | 190,000 compounds, 0.005% hits | activation factor at 20 µM;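 active = diaphorase activity raised at least twofold by the compound at 20 µM; inactive = activation factor below 2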
#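 Test system: Clostridium kluyveri diaphorase, purified enzyme; input: enzyme 0.07 U/mL final; buffer or medium: 50 mM HEPES pH 7.4 with 4.542 mM MgCl2, 0.005% Tween 20; also added: 0.114 mM NADH and 0.1 mM resazurin, final amounts; schedule: 16 min enzyme reaction, ambient temperature; technique: fluorescence of resorufin, 544 nm excitation, 590 nm emission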
# Lmaj promast = Leishmania major promastigote growth inhibition, primary screen; Leishmania major promastigotes, resazurin fluorescence viability; inhibition, % at 10 µM; 200,000 compounds, 9% hits;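 note: promastigotes grown with compound for 44 hours at 28 °C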
# PMI act satM6P = human PMI activators, high substrate, primary screen, biochemical, fluorescence intensity, near-saturating mannose 6-phosphate; 190,000 compounds, 0.34% hits; coupled PMI enzyme assay, resazurin fluorescence, 20 min; active compounds read high; 1 = untreated enzyme, 0 = substrate-free blank; activation factor at 20 µM;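 active = activation factor of 2 or more at 20 µM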
#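 assay system = human phosphomannose isomerase with PGI, G6PDH, diaphorase coupling enzymes | quantity = 15 ng/mL PMI | incubation = enzyme reaction with compound 20 min at room temperature | medium = HEPES pH 7.4 buffer with MgCl2 and Tween-20 | compound dosing = one concentration, 20 µM, in 1% DMSO | measured by = Diaphorase-driven resazurin-to-resorufin fluorescence, excitation 544, emission 590 nm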
# * = called active by the depositor; · = not tested or not shown. Cut-off read from the data, not from the text of the source, unless noted: active = inhibition above about 50%; inactive = the rest. This is a random part of the collection (roughly 12% active in at least one column).
SMILES,Hsp70 activator,PMI activator,G6PDH CS,RAM network inh,TLR4 MyD88 comp,Redox H2O2 prof,S1P3 antag,Diaph inh CS,Diaphorase act,Lmaj promast,PMI act satM6P
COc1ccc(N(C(C)C(=O)NC2CCCCCC2)S(C)(=O)=O)cc1 (stereo not drawn),-0.2,0.9,3,1.4,-17,0.8,20,-3,1,0,1
CCC(C(=O)OCC(=O)Nc1cc(Cl)cc(Cl)c1)c1ccccc1 (stereo not drawn),-0.5,0.8,2,11*,5,-0.1,-28,17,0.8,-7,0.8
CC1=NN(c2ccccc2)C(=O)C1/C=C1\NC(=S)NC1=O (stereo not drawn),0.1,1.2,12,0.4,3,1.2,-4,12,0.9,2,1
CCOc1ccc(C(=O)NCc2ccccc2)cc1Br,-0.1,0.8,10,0.9,-13,-0.3,11,14,0.9,-3,0.9
Cc1nc2ccccc2c(=O)n1/N=C/c1c(O)ccc2oc3c(c12)CCCC3,-0.2,1.1,-3,0.5,-14,-0.2,-19,4,1,5,1.1
CCN(CCNC(=O)C1CCN(Cc2nc(-c3ccc(Cl)cc3)oc2C)CC1)c1ccccc1,-0.5,0.8,7,0.9,-1,0.3,0,12,0.9,38,0.9
CCCCS(=O)(=O)/C=C\C1C2C=CC(C2)C1S(=O)(=O)CCCC (stereo not drawn),0.0,1,4,0.5,2,1.5,-26,14,0.9,-2,1
CC[C@H](C)[C@H](NC(=O)OCc1ccccc1)C(=O)Nc1ccc(NC(C)=O)cc1,0.0,1.1,0,0.8,-13,-0.5,10,2,1,-4,1
COc1ccc(O)c(C(=O)CC(=O)c2ccccc2C)c1,-0.1,1.1,11,1.1,-6,-1.4,4,-8,1.1,92*,1.2
CC(=O)Nc1ccc(S(=O)(=O)NC(C(=O)O)C2=CCC=CC2)cc1 (stereo not drawn),0.0,1,3,2.4,-12,2.3,15,9,0.9,-3,0.9
CCOC(=O)COc1ccc(S(=O)(=O)N2CCN(c3ccc(F)cc3)CC2)cc1,-0.3,0.9,-5,2.5,21,-0.1,·,27,0.7,-11,0.9
COC(=O)CN(c1ccc(OCc2ccccc2)cc1)S(C)(=O)=O,-0.1,1,5,0.4,-13,-0.5,8,2,1,-6,1

# The last 2 entries of the section before lead into the next.
SMILES,Hsp70 activator,PMI activator,G6PDH CS,RAM network inh,TLR4 MyD88 comp,Redox H2O2 prof,S1P3 antag,Diaph inh CS,Diaphorase act,Lmaj promast,PMI act satM6P
CCOC(=O)COc1ccc(S(=O)(=O)N2CCN(c3ccc(F)cc3)CC2)cc1,-0.3,0.9,-5,2.5,21,-0.1,·,27,0.7,-11,0.9
COC(=O)CN(c1ccc(OCc2ccccc2)cc1)S(C)(=O)=O,-0.1,1,5,0.4,-13,-0.5,8,2,1,-6,1
O=C(C1CC(c2ccc(F)cc2)=NO1)N1CCCCC1 (stereo not drawn),0.0,1.1,8,2.1,6,1.6,-4,3,1,-1,1.1
CCCCC(Nc1ncnc2ccccc12)C(=O)O (stereo not drawn),-0.5,1,-4,1.8,8,0.3,·,10,0.9,10,1
COc1cccc(-c2nnc(SCc3ccccn3)n2C)c1,-0.1,1,-2,-1.2,6,0.0,·,-4,1,-2,1
COc1ccc(Cl)cc1N(CC(=O)Nc1ccc2c(c1)OCO2)S(C)(=O)=O,0.7,1.1,3,0.5,-4,-1.1,-3,20,0.8,13,1
O=C(O)c1ccc2cccnc2n1,0.0,1.6,22,1.6,7,-3.4,-9,16,0.8,-8,1
Cc1cc2c(c(=O)n1CCc1ccccc1)C(c1ccco1)C(C#N)=C(N)O2 (stereo not drawn),-0.1,1,2,1.4,1,0.2,·,14,0.9,-3,1.1
Cc1cc(C)c(S(=O)(=O)c2c(C)cccc2C)c(Cl)n1,-0.1,1,3,-0.3,-8,1.0,·,0,1,100*,1.1
O=S(=O)(Nc1cccc2cccnc12)c1ccc(S(=O)(=O)N2CCCC2)cc1,-0.1,0.7,12,0.6,3,0.0,-3,26,0.7,99*,0.7
Cc1ccccc1NC(=O)N1C2CCCC1CC(NC(=O)C1CC1)C2 (stereo not drawn),-0.2,0.9,14,-1.1,12,2.1,-26,13,0.9,4,0.9
COc1ccc(C)cc1NC(=O)C1CC(=O)OC12CCCCC2 (stereo not drawn),-0.1,1,7,-0.7,-5,0.1,-20,4,1,18,1
COc1ccc(NC(C)=O)cc1NC(=O)CSc1nnc(-c2cccnc2)n1C,-0.2,0.9,4,-0.3,-2,0.2,·,8,0.9,1,0.9
COc1ccccc1CC1(C)NC(=O)N(CC(=O)Nc2cc(C)on2)C1=O (stereo not drawn),1.1,0.8,9,-0.1,6,1.1,-14,15,0.8,-7,0.9
O=S(=O)(c1cccc2cccnc12)N1CCN(c2ccccn2)CC1,-0.3,1,12,1.0,4,-0.8,-5,-14,1.1,-3,1.1
CC(C)(C)c1ccc(OCC(=O)NC2CCS(=O)(=O)C2)cc1 (stereo not drawn),-0.2,1,6,1.0,10,2.0,-4,-1,1,-2,1.1
O=C(CSc1cccc(C(F)(F)F)c1)N1CCN(S(=O)(=O)c2ccccc2)CC1,-0.4,1,2,7.2,-3,-0.5,18,6,0.9,41,1.1
COc1ccc(CNC(=O)COC(=O)c2ccco2)cc1,-0.2,0.9,12,-1.0,18,-1.2,-2,4,1,0,1
CCOc1ccc(Nc2nc(C)cc(C)c2C#N)cc1,0.0,1,-15,-0.7,-3,0.9,6,-5,1.1,-7,1.1
Cc1cc(Sc2ncnc(N)c2[N+](=O)[O-])ncn1,-0.4,1.1,-2,-0.1,-3,0.3,-10,3,1,23,1.1
Cc1ccccc1NC(=O)C(=O)N/N=C/c1cccc(Br)c1,-0.2,1.1,9,4.2,-8,-0.1,-6,-2,1,-4,1.2
Cc1nc2ccccc2n1C1CC(=O)N(N(C)C)C1=O (stereo not drawn),0.0,1,0,0.1,-3,-3.7,·,9,0.9,-4,1.1
CCOC(=O)C1CCN(C(c2cccc(F)c2)c2sc3nc(C)nn3c2O)CC1 (stereo not drawn),-0.3,1,10,0.5,7,-1.1,-13,4,1,-11,1
COC(=O)c1cc(NC(=O)C(C)c2ccc(CC(C)C)cc2)ccc1O (stereo not drawn),-0.4,0.7,11,1.6,19,-0.6,-4,35,0.7,3,0.8
COc1ccc2c(c1)C=C(C(=O)NCc1ccc(Cl)cc1)CO2,0.0,0.8,-2,-0.2,-3,-1.1,·,27,0.7,23,0.8
CCCc1cc(=O)[nH]c(SCC(=O)N(CC)C2CCS(=O)(=O)C2)n1 (stereo not drawn),0.1,1.1,0,0.5,-3,-0.7,·,-4,1,-2,1.1
CCOCCCNCC(=O)N1CCN(S(=O)(=O)c2ccc(C)cc2)CC1,0.2,0.9,17,1.6,-5,-0.6,-1,19,0.8,88*,0.9
NS(=O)(=O)c1cccc(NC(=O)CNC(=O)CC23CC4CC(CC(C4)C2)C3)c1,-0.2,1,19,2.9,-1,-0.2,-1,9,0.9,1,1
Cc1cc(C)cc(NC(=O)c2cnn(-c3ccccc3)c2C2CCNCC2)c1,-0.1,1.1,1,0.1,15,-0.3,-10,8,0.9,32,1
O=C(Nc1nnc(-c2ccco2)o1)c1ccc(N2C(=O)CCC2=O)cc1,-0.2,1.1,6,1.0,-13,-0.5,-14,-1,1,-5,1
CC(C)n1nc(C(=O)Nc2ccccc2N2CCOCC2)c2ccccc2c1=O,-0.3,1.1,-5,3.7,-5,·,-1,-2,1,87*,1
Cc1ccc(CNC(=O)c2nc3nc(C)cc(C)n3n2)cc1,0.1,1.1,9,0.9,-18,1.4,·,2,1,-8,1.1
CCN(CC)CCNc1nc(-c2ccco2)c2c(c1C#N)CC(C)(C)OC2,-0.5,0.9,4,1.1,2,-3.0,·,12,0.9,2,0.9
CCCN(CC#CC(O)(c1ccccc1)c1cccnc1)CCC (stereo not drawn),-0.2,1,12,-0.4,-5,-0.1,10,16,0.8,34,1
O=C(NNC(=O)c1ccccc1F)c1cccc(Cl)c1,0.3,1.1,5,4.0,-4,2.5,·,6,0.9,-8,1
Cc1ccccc1C(=O)Nc1nnc(-c2ccco2)s1,-0.3,1.1,5,1.6,3,-0.3,-12,-4,1,-2,1
COc1ccc(/C=C/C(=O)CC(O)(c2ccccc2)C(F)(F)F)cc1 (stereo not drawn),0.0,0.9,0,1.7,14,0.3,·,16,0.8,98*,0.9
Cc1ccccc1CC1(CO)CCCN(Cc2ccc3c(c2)OCCO3)C1 (stereo not drawn),-0.4,1,23,1.9,-9,-0.4,10,6,0.9,70*,1
CN(C)CC1CCCCC1OC(=O)c1ccc(Cl)cc1 (stereo not drawn),-0.6,1,1,1.8,-2,-0.1,-5,22,0.8,57*,1
Cc1nn(Cc2ccccc2)c(C)c1C(=O)OCC(=O)c1cc(C)n(CC(F)(F)F)c1C,-0.4,0.9,6,5.1,5,0.1,·,23,0.8,16,0.9
Cc1nc2ccc(Nc3ccncc3)cc2s1,0.3,1,1,1.6,12,-0.7,-21,-13,1.1,6,1
CC1CCN(c2ccc(N3C(=O)C4CCCCC4C3=O)cc2[N+](=O)[O-])CC1 (stereo not drawn),-0.1,1,-1,3.7,6,0.0,5,13,0.9,-3,0.9
O=c1[nH]n(-c2ccc(F)cc2)c2ncccc12,-0.3,0.9,2,-0.2,-12,-3.2,·,2,1,-6,1
Cc1cc(C(=O)COC(=O)CNC(=O)c2ccc(F)cc2)c(C)n1Cc1ccco1,-0.2,0.9,13,1.8,2,0.1,-10,21,0.8,48,0.8
